Rpn11 inh = inhibitors of human proteasome Rpn11; O00487; 360,000 compounds, 0.59% hits; calls only at 20 µM; human 26S proteasome, Ub4-pepOG fluorescence polarization; 20S core pre-blocked with epoxomicin;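 active = inhibition at 20 µM, scaled to each plate's controls, above about 33%, limit read from the data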
Target sequence (O00487 whole entry, looked up): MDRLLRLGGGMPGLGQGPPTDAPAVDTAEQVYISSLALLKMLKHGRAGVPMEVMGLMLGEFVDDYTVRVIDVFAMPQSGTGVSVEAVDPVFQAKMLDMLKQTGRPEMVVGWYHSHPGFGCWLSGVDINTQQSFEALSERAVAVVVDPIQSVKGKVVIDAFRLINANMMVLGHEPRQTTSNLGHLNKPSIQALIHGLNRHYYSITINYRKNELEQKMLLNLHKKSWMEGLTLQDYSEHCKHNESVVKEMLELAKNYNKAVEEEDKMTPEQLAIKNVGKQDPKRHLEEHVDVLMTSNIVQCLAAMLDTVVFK
Scp1 inh = inhibitors of human Scp-1 phosphatase; Q9GZU7; Recombinant Scp1, phosphopeptide, malachite green phosphate absorbance; inhibition, % at 20 µM; 340,000 compounds, 0.88% hits;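 active = inhibition above about 50% at 20 µM, limit read from the data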;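 note: plate controls were DMSO wells with enzyme for no effect and wells lacking enzyme for full effect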
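Test system: SCP-1 catalytic domain; Buffer or medium: Acidic Tris acetate buffer with magnesium and detergent; Also added: Phosphorylated 17-residue peptide substrate; Compound: single 20 µM dose, 1% DMSO; Schedule: enzyme reaction 45 min at room temperature, colour 5 min, stabilisation 30 min; Signal: Phosphate-binding colour reagent, absorbance read at 630 nm.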
NadD block = inhibitors of Staphylococcus aureus NadD | purified NadD enzyme, colorimetric absorbance read-out | inhibition, % at 20 µM | 360,000 compounds, 0.78% hits | AID 602399; in the data active = inhibition above about 26%; note: some compounds past the cut are filed as inactive
SUMO1 PPI mod = alters human SUMO1 binding to SIM partners. 360,000 compounds, 0.33% hits. P63165. AID 602429. SUMO1 binding to a labelled peptide, TR-FRET, 1 h. inhibition, % at 20 µM; in the data active = inhibition above about 37%
Target sequence (P63165 whole entry, looked up): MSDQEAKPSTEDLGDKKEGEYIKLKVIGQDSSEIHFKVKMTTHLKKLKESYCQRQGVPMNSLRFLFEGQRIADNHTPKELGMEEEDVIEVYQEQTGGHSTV
CendR NRP1 mod = alters CendR peptide binding to human NRP-1. 360,000 compounds, 0.85% hits. inhibition, % at 25 µM. O14786. FAM-RPARPAR peptide binding to NRP-1, fluorescence polarization;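 active = inhibition or corrected inhibition above about 18%, plus a signal ratio from 0.5 to 1.5, limit read from the data, passing the limit was not always enough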; note: strong numbers were not always called active
STEP inh = inhibitors of human striatal-enriched phosphatase STEP; P54829; AID 588621; 360,000 compounds, 0.25% hits; inhibition, % at 20 µM; recombinant STEP, OMFP fluorogenic substrate, fluorescence;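 active = inhibition at 20 µM, scaled per plate between control wells, above about 37%, limit read from the data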;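 note: 0% = DMSO with enzyme and substrate and 100% = substrate only without enzyme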
Target sequence (P54829 whole entry, looked up): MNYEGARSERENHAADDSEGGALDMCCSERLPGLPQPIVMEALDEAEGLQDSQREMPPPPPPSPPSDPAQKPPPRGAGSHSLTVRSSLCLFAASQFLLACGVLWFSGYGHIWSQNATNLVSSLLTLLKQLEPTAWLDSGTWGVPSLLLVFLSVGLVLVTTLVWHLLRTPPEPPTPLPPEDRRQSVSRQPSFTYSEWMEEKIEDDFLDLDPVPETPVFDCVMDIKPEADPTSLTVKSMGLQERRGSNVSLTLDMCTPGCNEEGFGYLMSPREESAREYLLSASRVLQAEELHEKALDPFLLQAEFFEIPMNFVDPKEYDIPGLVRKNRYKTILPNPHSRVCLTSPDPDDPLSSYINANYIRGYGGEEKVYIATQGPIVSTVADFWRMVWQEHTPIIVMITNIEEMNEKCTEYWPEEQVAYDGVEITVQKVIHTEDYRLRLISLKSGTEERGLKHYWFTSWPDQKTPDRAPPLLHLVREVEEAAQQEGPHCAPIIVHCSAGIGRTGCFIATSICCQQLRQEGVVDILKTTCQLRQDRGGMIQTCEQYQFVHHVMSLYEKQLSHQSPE
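Test system: STEP tyrosine phosphatase / Reagent: OMFP at 25 µM / Doses: 20 µM, 1% DMSO / Read-out: percent inhibition scaled to no-enzyme and uninhibited-enzyme controls, plate-pattern corrected / Detection: FITC-channel fluorescence of OMFP product / Medium: Bis-Tris buffer pH 6.0, 2.5 mM DTT, 0.005% Tween 20 / Schedule: 20 min at room temperature, dark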
SKN-1 block = inhibitors of C. elegans SKN-1; inhibition, % at 21.8 µM; C. elegans VP596 Pgst-4::GFP/RFP ratio, acrylamide-induced, 24 h; 360,000 compounds, 0.49% hits; AID 624304;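 active = interference check ratio from 0.5 to 1.5 plus GFP to RFP signal ratio inhibition reaching or exceeding a fixed threshold, cut at about 30% in these data, passing the limit was not always enough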; note: some compounds called inactive have numbers as strong as hits
DNMT1 inh = blocks human DNA methyltransferase DNMT1 | P26358 | 360,000 compounds, 0.83% hits | DNMT1 molecular beacon, Hinp1I cleavage, fluorescence | inhibition (reported as % activation of signal), % at 10 µM | AID 588458; in the data active = inhibition above about 50%
MT1-MMP act inh = inhibitors of human MT1-MMP activation | P50281 | HT1080 RFP-PRO-GFP cells, GFP/RFP ratio fluorescence, overnight; percent of plate control window, DMSO zero | GFP/RFP ratio change, % at 20 µM | 360,000 compounds, 0.061% hits | AID 651647;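 active = GFP/RFP ratio change of at least 30% with cell ATP level not reduced by more than half and red fluorescence within 50% of control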; note: strong numbers were not always called active
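Assay system: RFP-PRO-GFP reporter HT1080 cells; read-out basis: GFP/RFP fluorescence ratio; benchmarks: DMSO wells and RFP-L50D-GFP cells; doses: 20 µM single dose, 1% DMSO; schedule: overnight cell settling, then overnight compound exposure, 37 °C, 5% CO2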
LMPTP inh = LMPTP (human) inhibition; inhibition, % at 20 µM; 360,000 compounds, 0.22% hits; recombinant LMPTP-A, OMFP fluorogenic substrate, fluorescence intensity;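 active = compounds that cut the enzyme signal by at least half of the control window in the single-dose screen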;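 note: plate controls were DMSO wells with enzyme plus substrate for no effect and substrate without enzyme for full effect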
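Assay system: LMPTP-A phosphatase enzyme | Input: 0.625 nM enzyme | Also added: Fluorogenic phosphatase substrate OMFP at 400 µM final | Compound dosing: One test concentration per compound, 20 µM, with 3% DMSO overall | Schedule: 50 min enzyme reaction at room temperature, protected from light | Signal: Fluorescence intensity | Benchmarks: no-enzyme and uninhibited controls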
An asterisk follows results filed as active; i = inactive; / = not tested or not shown; & = joins results of further samples.

The opening 3 compounds, ahead of the listing:
SMILES	Rpn11 inh	Scp1 inh	NadD block	SUMO1 PPI mod	CendR NRP1 mod	STEP inh	SKN-1 block	DNMT1 inh	MT1-MMP act inh	LMPTP inh
Cc1ccc(S(=O)(=O)c2cn(C)c3cc(N4CCN(C)CC4)c(F)cc3c2=O)cc1	i	-11	-1	9	11	-2	7	0	1	0.2
CN(C)c1ncnc2c1ncn2[C@H]1CN(Cc2ccco2)C[C@@H](CO)O1	i	/	0	1	-8	3	15	-2	4	-1.9
CCOC(=O)N1CCC(NC(=O)CNS(=O)(=O)c2ccc(Br)s2)CC1	i	-2	6	1	-7	-8	3	0	-1	-0.7

This part in full (from the top)
SMILES	Rpn11 inh	Scp1 inh	NadD block	SUMO1 PPI mod	CendR NRP1 mod	STEP inh	SKN-1 block	DNMT1 inh	MT1-MMP act inh	LMPTP inh
Cc1ccc(S(=O)(=O)c2cn(C)c3cc(N4CCN(C)CC4)c(F)cc3c2=O)cc1	i	-11	-1	9	11	-2	7	0	1	0.2
CN(C)c1ncnc2c1ncn2[C@H]1CN(Cc2ccco2)C[C@@H](CO)O1	i	/	0	1	-8	3	15	-2	4	-1.9
CCOC(=O)N1CCC(NC(=O)CNS(=O)(=O)c2ccc(Br)s2)CC1	i	-2	6	1	-7	-8	3	0	-1	-0.7
CSc1nnc(NC(=O)c2nc(S(=O)(=O)Cc3ccc(C)cc3)ncc2Cl)s1	i	-2	1	2	-16	2	1	6	-11	-0.6
CCO/C=C1\SC(=S)N(c2ccc(Cl)cc2)C1=O	i	-4	3	-22	-96	4	24	0	25	0.6
COc1cccc(-c2cccc(NC(=O)C3CCN(Cc4ccc(C)o4)CC3)c2)c1	i	-5	-5	3	13	0	10	-2	-1	-0.9
CSc1nc2c(c(=O)[nH]c(=O)n2C)n1CCCc1ccccc1	i	-7	-6	14	10	0	8	-2	2	0.3
COCCNC(=O)c1ccc(C(=O)C(=O)c2ccccc2)cc1	i	-5	-4	-7	-23	-3	-2	-17	0	-0.7
COc1ccc(OC)c(-n2c(=S)[nH]c3cc(C(=O)N4CCCCC4)ccc3c2=O)c1	i	-3	-8	1	-3	-4	-1	-5	3	-2.2
CCC(=O)Nc1nnc(/C=C/c2ccc(OC)cc2)s1	i	-7	2	-23	8	-3	7	-2	0	0.2
CCN(C[C@H]1N[C@@](Cc2ccccc2)(C(=O)OC)[C@H]2C(=O)N(Cc3ccccc3)C(=O)[C@@H]12)S(=O)(=O)c1ccc(-c2ccccc2)cc1	i	-8	22	2	4	5	-2	3	-1	1.1
O=C(CSc1nc2ncccc2[nH]1)NCCc1ccccc1	i	-1	2	-1	-4	-1	-3	4	3	0.6
O=C(NC(=S)NCc1cccnc1)c1cccc2ccccc12	i	-4	-6	-9	6	1	3	-1	-5	-1.3
CCOc1ccc(NC(=O)C2CCCN(S(=O)(=O)c3c(C)n[nH]c3C)C2)cc1 (stereo not drawn)	i	-7	5	-1	-10	-1	23	-3	-1	-1.9
COc1ccc(CNC(=O)[C@H](Cc2ccccc2)NC(=O)C2CCNCC2)cc1	i	11	-6	2	2	0	-1	3	1	1.5
COc1ccc(-c2nc(NC(=O)c3ccc(OCC(=O)Nc4ccc(F)cc4)c(OC)c3)sc2C)cc1	i	-5	26	-59	3	-1	4	-12	-3	-0.4
COc1ccc(-c2nnc(SCC(N)=O)n2N)cc1	i	-7	0	-1	3	-4	4	-2	6	-1.6
CCOc1ccc(Nc2nc(CC(=O)OC)cc(=O)[nH]2)cc1	i	-12	-6	-1	-6	2	3	6	3	-1.1
O=C(NC(=S)Nc1ccccc1)c1cccs1	i	-12	-6	8	4	3	-6	3	0	0.0
Brc1ccc(Oc2nsnc2N2CCOCC2)cc1	i	-11	-1	4	-7	-4	10	-2	5	1.4
Cc1ccc2c(c1)NC(=O)C(CC(=O)NCCCN1CCc3ccccc3C1)O2 (stereo not drawn)	i	0	2	-3	-8	4	12	-5	2	1.8
COc1ccc(NC(=O)Cn2c(C)cc(=O)c3ccccc32)cc1	i	-3	-2	31	13	8	0	-1	-3	6.6
Cn1c(CCC(=O)O)nc2cc(S(=O)(=O)N3CCCC3)ccc21	i	-4	-2	-3	-3	-2	-24	-6	0	2.0
Cc1cc(N2C(=O)C(O)=C(C(=O)c3cc4ccccc4o3)C2c2ccc(Cl)cc2)no1 (stereo not drawn)	i	-13	13	-12	-24	29	14	-9	-1	24
CN(C(=O)Nc1ccc(Cl)cc1Cl)[C@H]1c2cc(Br)ccc2OC[C@H]1CO	i	-11	-8	2	-8	-1	4	-2	-6	1.5

Sorted by formula weight (lowest first): part of the list above.
SMILES	Rpn11 inh	Scp1 inh	NadD block	SUMO1 PPI mod	CendR NRP1 mod	STEP inh	SKN-1 block	DNMT1 inh	MT1-MMP act inh	LMPTP inh
CCOc1ccc(Nc2nc(CC(=O)OC)cc(=O)[nH]2)cc1	i	-12	-6	-1	-6	2	3	6	3	-1.1
CCOC(=O)N1CCC(NC(=O)CNS(=O)(=O)c2ccc(Br)s2)CC1	i	-2	6	1	-7	-8	3	0	-1	-0.7
CCN(C[C@H]1N[C@@](Cc2ccccc2)(C(=O)OC)[C@H]2C(=O)N(Cc3ccccc3)C(=O)[C@@H]12)S(=O)(=O)c1ccc(-c2ccccc2)cc1	i	-8	22	2	4	5	-2	3	-1	1.1

Three of the entries above in order of their number in Scp1 inh, lowest first.
SMILES	Rpn11 inh	Scp1 inh	NadD block	SUMO1 PPI mod	CendR NRP1 mod	STEP inh	SKN-1 block	DNMT1 inh	MT1-MMP act inh	LMPTP inh
Brc1ccc(Oc2nsnc2N2CCOCC2)cc1	i	-11	-1	4	-7	-4	10	-2	5	1.4
CCC(=O)Nc1nnc(/C=C/c2ccc(OC)cc2)s1	i	-7	2	-23	8	-3	7	-2	0	0.2
COc1ccc(OC)c(-n2c(=S)[nH]c3cc(C(=O)N4CCCCC4)ccc3c2=O)c1	i	-3	-8	1	-3	-4	-1	-5	3	-2.2

Other compounds:
SMILES	Rpn11 inh	Scp1 inh	NadD block	SUMO1 PPI mod	CendR NRP1 mod	STEP inh	SKN-1 block	DNMT1 inh	MT1-MMP act inh	LMPTP inh
NS(=O)(=O)c1cccc(NC(=O)c2cccc(Oc3ccccc3)c2)c1	i	0	-8	-8	-1	2	18	-6	-3	2.1
CC1CCCC(C)N1/N=C/c1ccc(N(C)C)cc1 (stereo not drawn)	i	-5	-11	-4	-14	-3	-10	2	3	-1.0
COc1ccc(-c2nc3c(c(SCC(=O)N4CCOCC4)n2)COC(C)(C)C3)cc1	i	-7	5	2	13	1	-20	0	/	0.2
O=C(NCC(=O)N1CCOCC1)c1ccc(Cl)c(Cl)c1	i	-10	1	0	5	1	37*	0	1	-1.9
CC(=O)Nc1ccc(NCCc2cccs2)cc1	i	/	-5	9	10	0	3	-2	2	-0.1
COc1ccc(S(=O)(=O)N2CCCN(CC(=O)Nc3ccc4c(c3)OCO4)CC2)cc1	i	-2	-1	-1	8	1	19	-6	-10	0.2
CN(C)C(=O)/C(=C/c1ccc(-c2cccc([N+](=O)[O-])c2)o1)NC(=O)c1ccccc1	i	-14	-2	-13	6	0	7	-1	-1	-0.1
NC1=C(c2ccc(F)cc2)C(=O)CS1	i	0	-3	10	-9	-7	-18	-4	0	1.2
CC(=O)c1ccc(-c2ccc(/C=C(/Sc3n[nH]c(C)n3)C(=O)O)o2)cc1	/	30	19	9	-153	-4	0	1	-14	2.3
CCN(CC)S(=O)(=O)c1ccc(O)c(C(=O)OCC(=O)N(C)Cc2ccccc2)c1	i	-13	-7	2	-8	7	-28	-2	-3	-1.3
C[C@H]1CCC[C@@]2(O[C@@H](CCO)C[C@@H](O)[C@@H]2O)O1	i	-6	0	8	25*	1	2	0	2	-0.9
Cc1ccc(-c2ccc(=O)n(CCC(=O)NCCN3CCCCC3C)n2)cc1 (stereo not drawn)	i	-4	-3	-11	-8	-1	4	-2	4	-2.9
C=CCNc1nc(C(=O)OCC(=O)Nc2c(Cl)cccc2C(F)(F)F)cs1	i	-6	-5	-2	3	2	1	3	4	-1.3
CC1CCC2(CC1)NC(=O)N(NC(=O)CCl)C2=O (stereo not drawn)	i	1	-3	-1	0	1	7	0	1	-0.5
OCC#CCSc1nnc(-c2cccc3ccccc23)o1	i	-9	-3	-20	3	0	3	0	5	0.5
c1ccc(C(CN2CCCCC2)Oc2ccccn2)cc1 (stereo not drawn)	i	-5	-4	-2	15	-2	20	0	-2	-1.1
COC(=O)C(C#N)(CCC(=O)c1ccccc1)CCC(=O)c1ccccc1	i	/	-1	1	-16	1	3	1	-1	-0.2
COc1ccc(S(=O)(=O)N2CCN(Cc3cc(=O)n4ccccc4n3)CC2)cc1	i	-1	1	-13	-4	-4	-9	0	-9	1.1
CC1=CC(C)(C)NC(=S)N1c1ccccc1C	i	-1&0	1&0	22&1	18&9	-1&2	4&5	6&0	-1&2	1.6&-1.6

Rows are unselected; 3.9% or so of the library scored in one or more.
